From PubChem
D1 PAM: human D1 dopamine receptor positive modulation; P21728; HEK293 TREx D1 cells, calcium flux, dopamine EC20 potentiation; potentiation, % at 10 µM; 0.036% of 360,000 active; in the data active means potentiation above about 30%; further: 0% is about no effect
Target sequence (P21728 whole entry, looked up): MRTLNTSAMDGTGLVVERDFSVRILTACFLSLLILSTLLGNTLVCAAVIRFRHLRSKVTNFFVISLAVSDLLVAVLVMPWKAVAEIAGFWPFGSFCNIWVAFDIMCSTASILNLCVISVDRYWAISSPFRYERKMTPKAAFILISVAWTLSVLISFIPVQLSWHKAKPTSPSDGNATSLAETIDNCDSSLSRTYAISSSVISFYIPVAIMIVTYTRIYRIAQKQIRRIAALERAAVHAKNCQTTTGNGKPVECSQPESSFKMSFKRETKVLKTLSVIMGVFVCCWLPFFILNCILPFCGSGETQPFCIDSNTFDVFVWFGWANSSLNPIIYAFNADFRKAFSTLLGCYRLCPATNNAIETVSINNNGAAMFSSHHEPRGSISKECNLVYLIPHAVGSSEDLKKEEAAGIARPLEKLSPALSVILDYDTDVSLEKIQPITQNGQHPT
RXFP1 antagonist: antagonists of human relaxin receptor RXFP1; 0.59% of 350,000 active; HEK293-RXFP1, relaxin-stimulated cAMP HTRF, 30 min; stronger effect = lower value; activity change, negative = inhibition, % at 57.5 µM; AID 1259400;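 active means activity change of -60% or lower, but not beyond a set lower limit; inconclusive means change between -60% and -40%, or beyond the set limit; inactive means change above -40%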; further: on the % scale 0 is the no-effect control and ±100 the full control effect
D1 antagonist: antagonists of human D1 dopamine receptor; P21728; AID 504652; HEK293 TREx D1 cells, calcium flux, dopamine EC80; stronger effect = lower value; activity change, negative = inhibition, % at 10 µM; 3.2% of 360,000 active; in the data active means activity change below about -30%; further: on the % scale 0 is the no-effect control and ±100 the full control effect
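Calcium flux readout: force-coupled, inducible Hek293 Trex D1 line, cells induced overnight at 30 C with tetracycline, dye-loaded 30–90 min at RT. Antagonism scored against EC80 dopamine challenge given 180 s after compound.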
D1 agonist: human D1 receptor agonism; P21728; HEK293 T-REx D1 cells, calcium flux, agonist mode; activation, % at 2 µM; 1% of 360,000 active; AID 504660; in the data active means activation above about 30%; further: 0% is about no effect
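Agonism was scored from calcium flux recorded over 180 s (1 read/s) after pintool compound addition, following a 10-cycle baseline. Cells were inducible force-coupled HEK293 TREx D1, plated overnight at 30 C and loaded with no-wash calcium dye.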
D2 agonist: agonists of human D2 dopamine receptor | P14416 | HEK293 T-REx D2 cells, calcium flux agonist mode | activation, % at 2 µM | 0.53% of 340,000 active | AID 485358;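 active means activation over 3 SD above normal in the single-dose calcium agonist read, cut at about 30% in these data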; further: 0% is about no effect
Target sequence (P14416 whole entry, looked up): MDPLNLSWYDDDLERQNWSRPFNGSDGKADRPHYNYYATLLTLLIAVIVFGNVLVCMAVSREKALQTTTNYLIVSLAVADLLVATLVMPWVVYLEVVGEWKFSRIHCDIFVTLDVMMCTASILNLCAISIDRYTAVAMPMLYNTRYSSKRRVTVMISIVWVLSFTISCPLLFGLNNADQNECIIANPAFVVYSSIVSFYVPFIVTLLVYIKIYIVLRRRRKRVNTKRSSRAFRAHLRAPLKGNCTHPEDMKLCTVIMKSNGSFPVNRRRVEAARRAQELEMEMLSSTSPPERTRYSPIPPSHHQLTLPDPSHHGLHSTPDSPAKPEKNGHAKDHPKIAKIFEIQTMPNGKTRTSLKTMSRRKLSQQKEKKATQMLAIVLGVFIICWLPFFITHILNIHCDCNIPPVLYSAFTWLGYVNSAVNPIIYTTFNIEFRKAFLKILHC
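Tetracycline-induced HEK293 Trex cells with D2 receptor force-coupled to calcium signaling, plated overnight at 30 C and loaded with no-wash calcium dye. Calcium flux read kinetically for 180 s after compound addition; responses flag agonists.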
TRHR enhancer: allosterically enhances the human TRH receptor | P34981 | TRHR cells, fluo-8 calcium fluorescence, EC20 TRH enhancement | enhancement, % at 2 µM | 0.66% of 360,000 active; in the data active means enhancement above about 30%; further: 0% is about no effect
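TRHR-expressing cells loaded with fluo-8 calcium dye were read kinetically (ex 480/em 530) during compound addition, then stimulated with an EC20 of TRH (10 nM final). Enhancement of the Gq-mediated intracellular calcium response was scored.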
D2 potentiator: positively modulates the human D2 dopamine receptor allosterically | P14416 | HEK293 T-REx D2, calcium flux, EC20 dopamine potentiation | potentiation, % at 10 µM | 0.34% of 340,000 active | AID 485347;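 active means potentiation over 3 SD above the plate norm, cut at about 30% in these data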; further: 0% is about no effect
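Tetracycline-induced HEK293 T-REx cells force-coupled to calcium signalling expressed D2; compounds were pin-added after a 10 s baseline, read kinetically 180 s, then an EC20 dopamine challenge followed with a further 180 s calcium read.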
RXFP1 agonist: RXFP1 (human) receptor agonism; Potency, µM (series often up to 57.5 µM), for the others: at the top dose activation, hits mostly activators; Q9HBX9; HEK293T-RXFP1 cAMP TR-FRET, 30 min; response scale: percent of porcine relaxin response, buffer zero; AID 2676; 0.3% of 370,000 active; active means well fitted activation curve with a large enough effect; inconclusive means small, poorly fitted or top-dose-only effect; further: potency means the concentration at half of the fitted maximal effect; on the % scale 0 is the no-effect control and ±100 the full control effect; nearly all actives have a fitted effect of over 60% in size; many of its hits are not listed in these tables
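cAMP rise read by TR-FRET after 30 min, 37C compound exposure (up to 58 uM) in RXFP1-transfected HEK293 cells with Ro 20174 present. EC50 from Hill-equation fits, with 29 nM porcine relaxin as 100% and buffer as basal.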
D2 antagonist: D2 dopamine receptor (human) antagonism | HEK293 TREx D2 cells, calcium flux, dopamine EC80 | inhibition, % at 10 µM | 2% of 340,000 active | AID 485344; in the data active means inhibition above about 30%; further: 0% is about no effect
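Overnight-induced (tetracycline, 30 C) HEK293 T-REx cells carrying force-coupled D2 receive a no-wash calcium dye, then compound, then EC80 dopamine at 180 s; signals are read kinetically throughout.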
* marks the source's active call; other numbers are inactive results; ? = inconclusive; nt = not tested or not shown. These rows are one share of the data, so the mix of outcomes need not match the whole.

Each structure is followed by: D1 PAM	RXFP1 antagonist	D1 antagonist	D1 agonist	D2 agonist	TRHR enhancer	D2 potentiator	RXFP1 agonist	D2 antagonist
> COc1cc(CN2CCc3ccc(NC(=O)CCc4ccccc4OC)cc3C2)ccc1O
 : -8	3	-10	10	0.2	1	-22	2.5%	-14
> O=C(CSc1ccc(F)cc1)NCCSc1ccccc1
 : -1	12	3	0	0.3	-6	3	-1.4%	-9
> Cc1ccc(Cl)cc1Nc1nn2c(=O)c3ccc(C(=O)Nc4ccc(F)cc4)cc3nc2s1
 : -1	5	0	3	-1.0	6	12	3.1%	nt
> O=C(CCN1C(=O)C2C3C=CC(C3)C2C1=O)N1CCN(c2ccccc2Cl)CC1 (configuration not stated)
 : -6	-3	15	5	-2.1	2	8	1.2%	15
> COC(=O)c1ccc(NC(=O)c2cn(-c3ccccc3)nc2-c2ccncc2)cc1
 : -4	8	-7	0	-0.3	1	-19	5.5%	91*
> Cc1ccc(/C=C2/NC(=O)[C@H](C)NC2=O)cc1
 : 6	-4	5	1	-1.0	5	3	0.7%	-15
> Cc1occc1C(=O)Nc1ccc2ccccc2c1
 : 3	-4	-5	0	-0.2	-6	-7	-0.2%	16
> O=C(CCc1nc2ccccc2s1)Nc1ccccc1
 : 0	6	3	-1	nt	5	nt	-0.5%	nt
> COc1cc(NC(=O)COC(=O)/C=C/c2c(C)nn(-c3ccc(F)cc3)c2Cl)cc(OC)c1
 : 0	1	6	5	2.1	-3	-5	-0.8%	22
> COc1ccc(/C=N/NC(=O)c2cccnc2)cc1CN1CCCc2ccccc21
 : -6	-5	-1	0	-0.7	-1	8	1.0%	4
> Cc1ccccc1NC(=O)C(=O)NC(C)CCc1ccccc1 (configuration not stated)
 : -1	10	-5	4	-0.3	2	-2	-2.8%	4
> Cc1cccc(N2C(=S)NC3c4ccccc4OC2(C)C3C(=O)N(C)C)c1 (configuration not stated)
 : 13	13	21	2	0.0	1	6	0.5%	11
> CCC(C)C1C(C#N)=C(N)Oc2n[nH]c(C)c21 (configuration not stated)
 : -2	nt	1	1	0.1	0	6	0.3%	2
> N#C/C(=C\c1cccc(Oc2ccc(C(F)(F)F)cc2[N+](=O)[O-])c1)c1nc2ccccc2[nH]1
 : 0	2	-13	0	0.4	-2	12	3.3%	-2
> CCOc1ccc(/C=N/NC(=O)CN2CCSCC2)cc1
 : 2	-11	-7	2	-0.4	0	8	0.5%	-3
> O=C(OCc1cc2ccccc2[nH]c1=O)c1ccc([N+](=O)[O-])cc1
 : 3	12	5	1	0.6	2	4	1.0%	2
> C/C(=N\NC(=O)c1cc(C)nc2ccccc12)c1cccs1
 : -2	3	-5	-1	-0.1	-14	3	0.3%	-10
> Cc1ccc(CNC(=O)C2CCN(c3nn4c(=O)cc(C)nc4s3)CC2)cc1
 : -6	5	3	0	-0.8	1	-6	14%	-5
> CN(CC(=O)Nc1cccc(Cl)c1)S(=O)(=O)c1ccc2[nH]c3c(c2c1)CCCC3
 : -3	?	-35*	-1	-1.0	0	nt	2.0%	nt
> CN(C(=O)c1cccc(S(=O)(=O)N2CCCC2)c1)C1CCCCC1
 : 0	4	3	3	0.0	-13	-5	2.7%	0
> CCOC(=O)c1c(NC(=O)CN2CCCc3ccccc32)sc(C(C)=O)c1C
 : -5	0	7	3	0.1	16	1	0.5%	9
> O=C(CSc1nnc(NC(=O)C2CC(=O)N(c3ccccc3)C2)s1)NC1CCCC1 (configuration not stated)
 : 10	-1	8	3	0.6	-1	2	1.2%	-5
> Nc1nc2c(s1)C(=O)CC(c1ccccc1)C2 (configuration not stated)
 : 7	-6	-5	2	-1.3	0	-1	0.3%	-4
> CCCn1nc(C(=O)N2CC(=O)Nc3ccccc32)c2ccccc2c1=O
 : -4	-11	4	-1	-0.3	0	-2	0.2%	2
> CC(C)[C@@H](CSc1ccccc1)N1CCN(Cc2ccccc2)CCC1=O
 : -6	nt	4	1	-0.2	1	-4	1.0%	6
> C(=N\N=C\c1ccccn1)/c1ccccn1
 : -10	-4	6	3	0.3	4	-2	0.0%	-6
> O=C(COC(=O)CSc1ccc2ccccc2c1)NCc1ccc2c(c1)OCO2
 : -8	1	-19	14	-1.4	0	0	5.6%	-10
> CCOc1cc(N2CCOCC2)c(OCC)cc1NC(=O)Cc1ccccc1OC
 : 3	5	12	1	0.7	1	0	3.9%	20
> CCCCN(C(=O)CSc1nnnn1-c1ccccc1OC)C1CCS(=O)(=O)C1 (configuration not stated)
 : -4	-7	-1	3	-0.2	-1	4	-1.0%	-3
> O=C(NCc1ccc(Cl)cc1)c1csc(-c2cccnc2)n1
 : -1	nt	9	2	0.1	3	0	0.0%	13

(cont.)
| Compound | D1 PAM | RXFP1 antagonist | D1 antagonist | D1 agonist | D2 agonist | TRHR enhancer | D2 potentiator | RXFP1 agonist | D2 antagonist |
| --- | --- | --- | --- | --- | --- | --- | --- | --- | --- |
| CCNC(=O)NNC(=O)C1CC(c2cccs2)=NO1 (configuration not stated) | -2 | 0 | 5 | 1 | 1.5 | 4 | 17 | -0.8% | -7 |
| Cc1ccc(NC(=O)C(CC(C)C)N2Cc3ccccc3C2=O)cc1F (configuration not stated) | 5 | ? | 5 | 0 | -0.5 | 13 | 8 | 0.3% | nt |
| COc1ccc(OC)c(-n2cnnn2)c1 | -1 | 3 | 0 | 1 | 0.6 | -11 | -4 | -0.4% | 11 |
| O=C(Nc1cccc(N=Cc2cc(Cl)cc(Br)c2O)c1)c1ccco1 | -2 | -32 | -3 | 20 | 0.3 | -2 | -6 | 2.6% | -7 |
| CS(=O)(=O)N1CCCC(C(=O)Nc2ccccc2Cl)C1 (configuration not stated) | -2 | 6 | 0 | 3 | -0.2 | 3 | 3 | 0.0% | -9 |
| Cc1ccc(-c2nc(-c3ccncc3)no2)c(Cl)c1 | 1 | 2 | 0 | 2 | -2.1 | -13 | -2 | -0.7% | -3 |
| CC(C)c1ccc(-c2nnc(SCC(=O)NC3CC3)n2C)cc1 | 14 | -8 | 25 | 2 | -0.3 | -2 | -12 | -0.2% | -19 |
| O=C(COC(=O)/C=C/c1ccc(C(F)(F)F)cc1)Nc1ccc2[nH]c(=O)[nH]c2c1 | 4 | -27 | 3 | 2 | 0.7 | 2 | -13 | 1.9% | -2 |
| CC1CCN(C2CC(=O)N(c3ccc(Br)cc3Br)C2=O)CC1 (configuration not stated) | -2 | -12 | 2 | 1 | 1.4 | 2 | -4 | -0.7% | -6 |
| CCC(=O)Nc1c(-c2ccc3ccccc3c2)nc2ccccn12 | 5 | -10 | -7 | 0 | -0.2 | -9 | -1 | -0.8% | 7 |
| CCOC(=O)c1cc2c(=O)n3ccccc3nc2n(CC2CCCO2)c1=NC(=O)/C=C/c1ccccc1 (configuration not stated) | 0 | 11 | 9 | 2 | -0.3 | -5 | -3 | 2.9% | -17 |
| COc1ccccc1Cc1nc(-c2cccnc2)no1 | 1 | 2 | -20 | 3 | -2.3 | -4 | 0 | 3.3% | 7 |

Some of the entries above in a different format.
> CC(C)c1ccc(-c2nnc(SCC(=O)NC3CC3)n2C)cc1
  D1 PAM: 14; RXFP1 antagonist: -8; D1 antagonist: 25; D1 agonist: 2; D2 agonist: -0.3; TRHR enhancer: -2; D2 potentiator: -12; RXFP1 agonist: -0.2%; D2 antagonist: -19

> O=C(COC(=O)/C=C/c1ccc(C(F)(F)F)cc1)Nc1ccc2[nH]c(=O)[nH]c2c1
  D1 PAM: 4; RXFP1 antagonist: -27; D1 antagonist: 3; D1 agonist: 2; D2 agonist: 0.7; TRHR enhancer: 2; D2 potentiator: -13; RXFP1 agonist: 1.9%; D2 antagonist: -2

> CS(=O)(=O)N1CCCC(C(=O)Nc2ccccc2Cl)C1 (configuration not stated)
  D1 PAM: -2; RXFP1 antagonist: 6; D1 antagonist: 0; D1 agonist: 3; D2 agonist: -0.2; TRHR enhancer: 3; D2 potentiator: 3; RXFP1 agonist: 0.0%; D2 antagonist: -9

> Cc1ccc(NC(=O)C(CC(C)C)N2Cc3ccccc3C2=O)cc1F (configuration not stated)
  D1 PAM: 5; RXFP1 antagonist: ?; D1 antagonist: 5; D1 agonist: 0; D2 agonist: -0.5; TRHR enhancer: 13; D2 potentiator: 8; RXFP1 agonist: 0.3%; D2 antagonist: nt

The listing continues:
| Compound | D1 PAM | RXFP1 antagonist | D1 antagonist | D1 agonist | D2 agonist | TRHR enhancer | D2 potentiator | RXFP1 agonist | D2 antagonist |
| --- | --- | --- | --- | --- | --- | --- | --- | --- | --- |
| CC(C)(C)NC(=O)CSc1nnc(-c2ccco2)n1Cc1ccco1 | 11 | 18 | 0 | -1 | -1.0 | -4 | 0 | 1.0% | 9 |
| O=Cc1c[nH]c2ccc(C(=O)c3ccccc3)cc12 | 3 | -12 | -18 | 8 | -5.9 | -4 | 2 | 0.8% | 6 |
| O=C(OC(C(=O)Nc1cc(Cl)cc(Cl)c1)c1ccccc1)C1=COCCO1 (configuration not stated) | 17 | -25 | 57 | 9 | -0.8 | 5 | -9 | 0.3% | 8 |
| Cc1ccc(NC(=O)CN2C=NS(=O)(=O)c3ccccc32)c(C)c1 | 0 | -3 | 7 | 2 | nt | 2 | 7 | 6.2% | nt |
| CCN1C(=O)C(CC(=O)Nc2cccc(C(C)=O)c2)S/C1=N\c1ccccn1 (configuration not stated) | -7 | 23 | 9 | 7 | 0.0 | 0 | -1 | 0.1% | 4 |
| O=C(CCC(=O)OCc1cccc([N+](=O)[O-])c1)Nc1ccccc1Cl | -5 | -9 | nt | 0 | 0.0 | 16 | 0 | 1.7% | 0 |
| CCc1ccc(NC(=O)C2CCN(S(=O)(=O)c3c(C)noc3/C=C/c3ccco3)CC2)cc1 | 0 | -23 | -6 | 2 | 0.9 | -3 | 12 | 4.8% | nt |
| O=C(NC(C(=O)N/N=C/c1cccc2ccccc12)c1n[nH]c(=O)c2ccccc12)c1ccccc1 (configuration not stated) | 2 | -19 | 29 | 8 | 0.6 | -4 | 12 | 2.4% | 10 |
| COc1ccc(CCNC(=O)Cc2ccc(NC3=NC4CS(=O)(=O)CC4S3)cc2)c(OC)c1 (configuration not stated) | -5 | -2 | -6 | 0 | -0.2 | 23 | 2 | 0.5% | -6 |
| CC1CCCN(S(=O)(=O)c2cc(C(=O)NCc3ccccc3Cl)n(C)c2)C1 (configuration not stated) | 2 | nt | 9 | 3 | nt | 6 | 13 | 0.2% | nt |
